Screening results (PubChem)
SRC1 TRFRET art – counter-screen for PPARgamma SRC-1 recruitment agonists: TR-FRET artefact; TR-FRET detection artefact counter-screen, emission ratio; stronger effect = higher value; TR-FRET ratio at 8 µM; actives 0.34% (n = 99,000); in the data active means TR-FRET ratio above about 2300; further: inactives centre near 1800; reference of the scale not given here
SRC3 TRFRET art – counter-screen for PPARgamma SRC-3 recruitment agonists: TR-FRET artefact; PPARgamma/SRC-3 format; stronger effect = higher value; TR-FRET ratio at 8 µM; AID 1048; actives 0.39% (n = 99,000); in the data active means TR-FRET ratio above about 2000; further: inactives centre near 1600; reference of the scale not given here
An asterisk follows results filed as active. Some of the compounds tested, so the mix of outcomes need not match the whole.

SMILES | SRC1 TRFRET art | SRC3 TRFRET art
S=C(NC1CCCC1)NN1CCOCC1 | 1889 | 1614
CCOC(=O)Cc1csc(NC(=S)NC(=O)c2ccc([N+](=O)[O-])cc2)n1 | 2173 | 1560
O=C(CN1C(=O)NC2(CCCCCCC2)C1=O)NCc1cccs1 | 1375 | 1502
CN1CCN(C(=O)c2ccc3nc(-c4ccccc4)c(-c4ccccc4)nc3c2)CC1 | 1714 | 1705
CC1Sc2n(c3ccccc3[n+]2C)N=C1c1ccccc1 (stereo unspecified) | 1415 | 1433
Nc1nc(Cl)cc(Oc2ccc(Cl)cc2)n1 | 1669 | 1351
COc1ccccc1N(CC(=O)N(CC(C)C)CC(C)C)S(=O)(=O)c1cccs1 | 1789 | 1568
Cc1cccc(C)c1N=C1SC(CC(=O)Nc2c(C)cccc2C)C(=O)N1CCc1ccccn1 (stereo unspecified) | 1908 | 1387
Cc1cc(C)cc(C(=O)NCC(=O)OC(C)C(=O)N(C)c2ccccc2)c1 (stereo unspecified) | 1805 | 1473
CCN(CC)S(=O)(=O)c1cc(NC(=O)COC(=O)Cn2cnc3ccccc32)ccc1C | 1649 | 1665
COc1ccc(-c2ccc(C(=O)O)o2)c([N+](=O)[O-])c1 | 1989 | 1474
CCS(=O)(=O)n1nc(C(=O)N2CCOCC2)nc1N | 1794 | 1600
Cc1cc(C)n(C(=O)COc2ccc([N+](=O)[O-])cc2)n1 | 1912 | 1653
CCOc1ccccc1NC(=O)CN(c1ccc(OC)cc1OC)S(=O)(=O)c1ccccc1[N+](=O)[O-] | 1871 | 1460
CCOC(=O)/C(=C/c1ccccc1)NC(=O)c1ccco1 | 1676 | 1604
O=C(CSCc1ccc([N+](=O)[O-])cc1)NC1CC2CCC1C2 (stereo unspecified) | 1812 | 1293
CN(C)/C=N/c1ncc(C(=O)c2ccc(-c3ccccc3)cc2)s1 | 1798 | 1530
Cc1ccc(-n2c3nc(=O)[nH]c(=O)c-3cc3cc([N+](=O)[O-])ccc32)cc1 | 2020 | 1720
N#C/C(=C/c1ccc(-c2ccccc2)o1)c1nc(-c2cccs2)cs1 | 1948 | 1734
CCOC(=O)c1ccc[n+](CC(=O)Nc2cc(C(F)(F)F)ccc2Cl)c1 | 1725 | 1505
COc1cc2c(c(OC)c1)C(c1ccncc1)CC(=O)N2 (stereo unspecified) | 1803 | 1538
CC1CC1C(=O)Nc1ccc(-c2ccccc2)cc1 (stereo unspecified) | 1691 | 1674
Cc1c(C=O)c2ccccc2n1CC(=O)NCc1ccc2c(c1)OCO2 | 1713 | 1393
N#Cc1c(-c2ccccc2)nc(-c2ccncc2)[nH]c1=O | 1938 | 1673
Cc1ccc(C(=O)N/N=C\c2c(C)nn(-c3ccccc3)c2Cl)cn1 | 2100 | 1584
O=C(CN1C(=O)c2ccccc2C1=O)Nc1cccc(S(=O)(=O)Nc2ccccc2Cl)c1 | 1682 | 1618
COC(=O)c1nnn(-c2ccc(Cl)c(Cl)c2)c1C(=O)OC | 1759 | 1516
COc1cccc(-n2c(-c3ccco3)nc3nc4ccccc4nc32)c1 | 1485 | 1584
O=C(OCc1nc2ccccc2s1)c1cc2ccccc2oc1=O | 1668 | 1480
CSC1=NCCN1S(=O)(=O)c1ccc(F)cc1 | 1945 | 1521
c1ccc(CSc2ncnc3c2cnn3-c2ccccc2)cc1 | 1764 | 1453
CC1Sc2ccc(Cl)cc2-c2nc(N)ncc21 (stereo unspecified) | 2012 | 1527
COc1ccc(S(=O)(=O)Cc2ccc(C(=O)N3CCN(c4cccc(C)c4C)CC3)o2)cc1 | 1874 | 1504
O=C1CCCC(O)=C1Sc1ccccc1C(=O)O | 1740 | 1393
COC(=O)c1ccc(CNC(=O)COC(=O)CC23CC4CC(CC(Br)(C4)C2)C3)cc1 | 1543 | 1425
c1ccc2cc3c(NCCN4CCOCC4)ccnc3cc2c1 | 1737 | 1513

Single records, from the list above. Screens in order: SRC1 TRFRET art	SRC3 TRFRET art
`COc1cccc(-n2c(-c3ccco3)nc3nc4ccccc4nc32)c1` in the list: 1485	1584
`COC(=O)c1ccc(CNC(=O)COC(=O)CC23CC4CC(CC(Br)(C4)C2)C3)cc1` in the list: 1543	1425
`CC1Sc2ccc(Cl)cc2-c2nc(N)ncc21` (stereo unspecified) in the list: 2012	1527
`O=C1CCCC(O)=C1Sc1ccccc1C(=O)O` in the list: 1740	1393
`c1ccc(CSc2ncnc3c2cnn3-c2ccccc2)cc1` in the list: 1764	1453

Carrying on:
SMILES | SRC1 TRFRET art | SRC3 TRFRET art
COc1ccc(CNC(=O)C(C)Sc2ccc(C)cc2)cc1 (stereo unspecified) | 1521 | 1712
Cc1ccc(C(=O)N/C(=C/c2cccs2)C(=O)N2CCCCC2)cc1 | 2088 | 1556
c1ccn(-c2ccc(-c3ccn[nH]3)cc2)c1 | 1641 | 1617
C/C(=N\NC(=O)OC(C)(C)C)c1ccc[nH]1 | 1884 | 1601
Oc1c(C=NCc2ccccc2)sc2ccccc12 | 2201 | 1572
CCC(=O)Nc1nnc(SCc2ccccc2F)s1 | 2073 | 1654
Cc1cc(C(=O)N2CCN(S(=O)(=O)c3ccccc3F)CC2)c(C)o1 | 2093 | 1543
CC1=CC(C)[C@H](/C=N/n2c(=O)[nH]c3c([nH]c4ccc(C)cc43)c2=O)C(C)C1 (stereo partly specified) | 1901 | 1785
COc1cc(OC)cc(C(=O)N[C@H](C(=O)OCC(=O)c2ccc(F)cc2)C(C)C)c1 | 1707 | 1587
COc1ccc(/C(O)=C2\C(=O)C(=O)N(c3cc(C)on3)C2c2ccccc2OC)cc1C (stereo unspecified) | 2234 | 1725
CCOC(=O)c1c(-c2ccc(OC)c(OC)c2)csc1NC(=O)C1CCCO1 (stereo unspecified) | 1671 | 1530
CC(Oc1ccccc1)C(=O)Nc1cccc([N+](=O)[O-])c1 (stereo unspecified) | 1745 | 1610
CCOC(=O)c1c(C)oc2ccc(NS(=O)(=O)c3ccc(C(=O)O)cc3)cc12 | 1941 | 1553
CC(c1nnc(SCn2nnc3ccccc3c2=O)n1-c1ccc(Cl)cc1)N(C)C (stereo unspecified) | 1984 | 1933
COC(=O)N[C@H](CC(C)=O)c1cccc(C(F)(F)F)c1 | 1881 | 1636
CC(C)(C)NC(=O)NC(=O)COC(=O)c1nc(-c2ccccc2)n(-c2cccc(C(F)(F)F)c2)n1 | 1830 | 1475
COc1cccc(OCc2nnc(SCc3cc(=O)[nH]c4ccccc34)o2)c1 | 1733 | 1579
Cc1cccc(N2CCN(C(=O)COc3ccc4c(c3)CCC4)CC2)c1C | 1559 | 1412
O=C(CC1C(=O)NCCN1C/C=C/c1ccccc1)NCCCC1CCCC1 (stereo unspecified) | 1853 | 1602
COc1cccc(-n2c(=S)sc3c(=O)n(-c4ccccc4OC)c(SCC4OCCO4)nc32)c1 | 1852 | 1804
CCC1CO/C(=C(\C(=C(Cl)Cl)N2CCOCC2)[N+](=O)[O-])N1 (stereo unspecified) | 1833 | 1400
CCOc1ccc(N2C(=O)C3ON(c4ccccc4)C(c4ccco4)C3C2=O)cc1 (stereo unspecified) | 1759 | 1752
COc1ccccc1NC(=O)COC(=O)C12CC3CC(CC(Cl)(C3)C1)C2 | 1547 | 1484
Cc1nn(C)cc1S(=O)(=O)N1CCN(Cc2ccc(F)cc2Cl)CC1 | 1755 | 1636
Cc1ccc(-n2nnc(-c3cnc4ccccc4c3)n2)cc1 | 1765 | 1794
CCC[n+]1c(C)sc2c(OC)ccc(OC)c21 | 1768 | 1615
COc1cc(C(=O)N/N=C(\C)c2ccc3c(c2)OCO3)cc(OC)c1OC | 1759 | 1344
CC(=O)Nc1ccc(OCC(O)CN2C(C)(C)CC(O)CC2(C)C)cc1 (stereo unspecified) | 1887 | 1485
CCOc1ccc(N2C(=O)C3Sc4[nH]c(=O)sc4C(/C=C/c4ccccc4)C3C2=O)cc1 (stereo unspecified) | 1836 | 1518
Cc1ccc(C(=O)NC(=S)Nc2cccc(-c3nc4ccccc4s3)c2)cc1 | 1604 | 1626
CCN(CC)S(=O)(=O)N1CCN(S(=O)(=O)N2CCOCC2)CC1 | 1812 | 1351
COc1cc(/C=N/NC(=O)CCC(=O)Nc2ccc(C)cc2)ccc1O | 1638 | 1397
Cc1cccc2c(CC(=O)Nc3ccccc3)noc12 | 1705 | 1546
Cc1cc2c(N)cccc2nn1 | 2101 | 1779
COc1cccc(/C=N/NC(=O)CCCC(=O)Nc2ccc(Br)cc2)c1 | 1991 | 1760
CCOc1ccccc1C(=O)Nc1nn[nH]n1 | 1801 | 1461
CC1(C)Cc2c(sc3ncn4nc(CCC(=O)O)c(=O)nc4c23)CO1 | 1926 | 1694
O=C(COC(=O)CCc1nc2ccccc2n1-c1ccccc1)Nc1ccc(N2CCCCC2)cc1 | 2061 | 1564
CCN(C(=O)C(C)Cl)c1ccccc1 (stereo unspecified) | 1844 | 1550
CCN(Cc1ccccc1)c1ccc(/C=N/NS(=O)(=O)c2cccc([N+](=O)[O-])c2)cc1 | 1582 | 1601
CCn1c(=O)c(C(=O)CN2CCN(S(=O)(=O)c3ccccc3)CC2)c(N)n(Cc2ccccc2)c1=O | 1787 | 1560
Cc1nnsc1C(=O)N1CCCC(C(=O)c2ccc(C(F)(F)F)cc2)C1 (stereo unspecified) | 1756 | 1594
CC(C)(C)c1ccc(COc2ccsc2C(=O)O)cc1 | 1825 | 1518
Cc1cc2cc(CNC(=S)Nc3ccc(OC(F)(F)F)cc3)ccc2n1C | 1868 | 1883
COc1ccc(-c2c(C)oc3cc(O)cc(O)c3c2=O)cc1OC | 1674 | 1576
COC(=O)c1sccc1NC(=O)Nc1cccc(C)c1 | 1852 | 1637
Cc1nc(NCCN)c(C#N)c2c1COC(C)(C)C2 | 1800 | 1440
O=S(=O)(NCCc1ccc(F)cc1)c1cccc2cccnc12 | 1908 | 1637
Cn1c(CNc2nc3ccccc3n2C)nc2ccccc21 | 2006 | 1491
Cc1ccc(NC(=O)CSc2nc(N)c3c4c(sc3n2)CSC(C)(C)C4)cc1 | 1946 | 1625
COC(=O)CC(c1ccc(C#N)cc1)n1c(C)ccc1C (stereo unspecified) | 1745 | 1700
CCCCOc1ccc(-c2nc(/C=N/c3nccs3)c(O)o2)cc1 | 1841 | 1594
CCOc1ccc(-c2nc(CSCC(=O)NCCN3CCOCC3)c(C)o2)cc1 | 1576 | 1434
NC(=O)COC(=O)c1sc2cc(F)ccc2c1Cl | 1648 | 1579
CCC(=O)n1nc(-c2ccc(OC)cc2)nc1NCc1cccs1 | 1801 | 1502
O=C(CCc1nnc(Cc2ccc(-c3ccccc3)cc2)o1)NCC1CC1 | 1969 | 1741
CC(C(=O)Nc1ccncc1)(c1ccccc1)c1ccccc1 | 1640 | 1600
Cc1csc(NC(=O)CSc2nc3ccccc3c3c2CCCC3)n1 | 1741 | 1510
CCNC(=S)N/N=C/c1sccc1C | 1419 | 1682
O=C(CNC(=O)c1cccs1)OCC(=O)c1ccc(Cl)cc1 | 1805 | 1677

Nothing new here: an excerpt of the list.
SMILES | SRC1 TRFRET art | SRC3 TRFRET art
NC(=O)COC(=O)c1sc2cc(F)ccc2c1Cl | 1648 | 1579
CCC(=O)n1nc(-c2ccc(OC)cc2)nc1NCc1cccs1 | 1801 | 1502
O=C(CCc1nnc(Cc2ccc(-c3ccccc3)cc2)o1)NCC1CC1 | 1969 | 1741
CC(C(=O)Nc1ccncc1)(c1ccccc1)c1ccccc1 | 1640 | 1600
Cc1csc(NC(=O)CSc2nc3ccccc3c3c2CCCC3)n1 | 1741 | 1510
CCNC(=S)N/N=C/c1sccc1C | 1419 | 1682
O=C(CNC(=O)c1cccs1)OCC(=O)c1ccc(Cl)cc1 | 1805 | 1677

(list continues)
SMILES | SRC1 TRFRET art | SRC3 TRFRET art
COc1cc(C(=S)N2CCOCC2)ccc1OC(=O)/C=C/c1ccco1 | 1784 | 1540
Cc1c(-c2ccccc2)nc2ccccc2c1C(=O)NCc1cccs1 | 1596 | 1607
CCOC(=O)c1ccc(NC(=O)NCCc2ccccc2OC)cc1 | 1838 | 1638
O=C(NC(=O)N1CCCc2ccccc21)c1ccccc1 | 1730 | 1548
Cc1nc2sccn2c(=O)c1Br | 1835 | 1629
COCCN1C(=O)/C(=C/c2cc3c(cc2Br)OCO3)NC1=S | 1747 | 1564
Cc1cc(C2=NNC(=NC3CC3)SC2)c(C)n1-c1c(C)n(C)n(-c2ccccc2)c1=O | 1730 | 1605
O=C(CSc1nc2cc(Cl)ccc2o1)c1cccs1 | 1500 | 1496
CCc1c(C)sc(NC(=O)c2cccs2)c1C#N | 1838 | 1684
COC(=O)c1cc(C(=O)c2ccc(Cl)cc2)n2c(=O)/c(=C\N(C)C)sc12 | 1653 | 1672
CCC1=NN(C(=O)c2ccc(Br)cc2)C(O)(c2ccc(C)cc2)C1 (stereo unspecified) | 2054 | 1543
O=C(/C=C/c1ccccc1)NCCN1CCOCC1 | 1900 | 1581
Cc1ccc(NC(=O)CN2C(=O)C3C4C=CC(C4)C3C2=O)cc1 (stereo unspecified) | 1735 | 1421
Cc1cc(NC(=O)CSc2nnc(-c3ccccc3)o2)no1 | 1745 | 1406
O=C(Cn1ncc(Cl)c(Cl)c1=O)N1CCOCC1 | 1656 | 1293
Cc1ccccc1OCCCC(=O)Nc1ccc(N2CCOCC2)cc1 | 1895 | 1667
O=C(NNC(=O)C1CCN(S(=O)(=O)c2ccc(Cl)cc2)CC1)c1ccccc1 | 1620 | 1482
Nc1nnc(SCCCC(=O)c2ccccc2)s1 | 1961 | 1598
Cc1nn(C)cc1S(=O)(=O)Nc1ccc2c(c1)OCCO2 | 1978 | 1537
CCN(CC)C(=O)c1sc(NC(=O)c2ccc(OC)c([N+](=O)[O-])c2)c(C#N)c1C | 1914 | 1654
